Screening data: PubChem BioAssay, NMMLSC
LAP4-GFP MLPCN – modulators of LAP4-GFP expression in yeast, primary screen, S. cerevisiae, multiplex flow cytometry, MLPCN library. 3 h; median GFP as percent of DMSO wells. GFP response vs DMSO, % at 10 µM. 0.34% of 320,000 active. AID 2023, 2009;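 active = GFP response vs DMSO above a set limit, about the screen mean plus 3 SD, cut at about 150% in these data; inconclusive = under 70 cell events counted for the yeast strain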
AGP1-GFP MLPCN – modulators of AGP1-GFP expression in yeast TOR pathway, primary screen, cell-based, multiplex flow cytometry, S. cerevisiae, MLPCN library; 3 h; GFP as percent of DMSO wells; GFP response vs DMSO, % at 10 µM; 0.02% of 320,000 active;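 active = GFP response relative to DMSO above a set limit, near screen average plus 3 SD, cut at about 150% in these data; inconclusive = fewer than 70 cells counted for the yeast strain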;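 also: median GFP channel fluorescence of the gated AGP1 strain per well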
Yeast superoxide – reduction of superoxide in aged yeast, primary screen, HTS | superoxide response (% of plate mean), % at 10 µM | AID 2690, 2010 | S. cerevisiae aged cells, superoxide DHE fluorescence; stronger effect = lower value | 0.18% of 330,000 active;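 active = superoxide response under a set limit, about three screen SD below normal, cut at about 65% in these data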;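 also: yeast aged for seven days with compound at 30 °C before DHE staining; 100% = average MFI of all compound-treated wells on the plate with controls excluded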
CIT2 TOR yeast – modulators of CIT2-GFP expression in yeast, primary screen, S. cerevisiae, GFP fusion, multiplex flow cytometry, MLPCN library; S. cerevisiae CIT2-GFP strain, 3 h; 100 means same as DMSO wells; GFP response vs DMSO, % at 10 µM; 0.065% of 320,000 active; AID 2029, 2009;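 active = GFP response relative to DMSO above a set limit, near the screen mean plus 3 SD, cut at about 150% in these data; inconclusive = Fewer than 70 cells measured for a yeast strain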;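 also: ratio of well median GFP fluorescence to mean of DMSO wells on the plate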
GRK2 inh – compounds blocking aptamer binding on GRK2 – biochemical, human GRK2, bead flow cytometry, HTS, primary screen; Beta-adrenergic receptor kinase 1 (Homo sapiens), P25098; inhibition of aptamer binding, % at 10 µM; AID 488847, 2010; 0.59% of 330,000 active; FAM-aptamer displacement from GRK2;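 active = inhibition of aptamer binding above 40%, roughly 3 SD of noise, on plates passing a quality check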;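 also: median bead fluorescence of bound FAM aptamer so fluorescent compounds give negative values; no value below 0 was filed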
VLA-4 inh – inhibition in human VLA-4 binding assay, primary screen, VLA-4 allosteric modulator project, MLPCN library, flow cytometry, VLA-4 expressing cells; ligand binding flow cytometry; inhibition, % (about 7 µM as worked out from the volumes in the protocol); 0.2% of 330,000 active; AID 2557, 2010; in the data active = inhibition above about 50%
Target sequence (P13612 whole entry, looked up): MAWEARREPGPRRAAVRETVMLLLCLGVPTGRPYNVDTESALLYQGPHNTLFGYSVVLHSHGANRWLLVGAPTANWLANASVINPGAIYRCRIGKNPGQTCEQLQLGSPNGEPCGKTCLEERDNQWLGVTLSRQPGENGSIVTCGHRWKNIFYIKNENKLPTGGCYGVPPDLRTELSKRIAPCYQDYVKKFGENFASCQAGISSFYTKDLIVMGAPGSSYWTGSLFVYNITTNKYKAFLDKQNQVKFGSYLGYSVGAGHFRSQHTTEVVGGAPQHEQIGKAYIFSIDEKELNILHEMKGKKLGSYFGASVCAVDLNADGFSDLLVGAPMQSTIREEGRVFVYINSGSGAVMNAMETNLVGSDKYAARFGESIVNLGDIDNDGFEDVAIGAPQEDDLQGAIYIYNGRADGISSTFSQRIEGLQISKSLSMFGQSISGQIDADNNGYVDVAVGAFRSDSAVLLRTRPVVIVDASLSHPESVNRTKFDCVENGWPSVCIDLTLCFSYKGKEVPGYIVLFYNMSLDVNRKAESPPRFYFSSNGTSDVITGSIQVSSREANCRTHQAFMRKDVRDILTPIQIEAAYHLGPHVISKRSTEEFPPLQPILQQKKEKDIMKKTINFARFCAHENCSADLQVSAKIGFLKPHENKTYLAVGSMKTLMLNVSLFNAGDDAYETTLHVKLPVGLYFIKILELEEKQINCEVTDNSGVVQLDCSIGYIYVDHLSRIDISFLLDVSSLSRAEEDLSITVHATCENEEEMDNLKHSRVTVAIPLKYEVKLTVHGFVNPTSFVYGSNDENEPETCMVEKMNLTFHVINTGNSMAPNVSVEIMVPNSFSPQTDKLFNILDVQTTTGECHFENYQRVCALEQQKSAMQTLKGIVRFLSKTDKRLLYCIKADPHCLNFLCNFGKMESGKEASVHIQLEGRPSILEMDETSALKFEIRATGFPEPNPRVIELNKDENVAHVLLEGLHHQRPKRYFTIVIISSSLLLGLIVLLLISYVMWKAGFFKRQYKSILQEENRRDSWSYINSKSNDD
MEP2 TOR yeast – modulators of MEP2-GFP levels in yeast, primary screen, S. cerevisiae, multiplex flow cytometry, MLPCN library | S. cerevisiae MEP2-GFP strain, 3 h; 100% = DMSO control level | 0.51% of 330,000 active | GFP response vs DMSO, % at 10 µM;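 active = GFP response versus DMSO above a set limit, roughly screen mean plus 3 SD, cut at about 180% in these data; inconclusive = fewer than 70 cells counted for a yeast strain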;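 also: median GFP fluorescence of the barcode-gated MEP2-GFP cells per well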
RPL19A TOR yeast – RPL19A-GFP expression modulators in yeast, primary screen, cell-based, S. cerevisiae, multiplex flow cytometry, MLPCN. S. cerevisiae RPL19A-GFP strain, 3 h; stronger effect = lower value. AID 2025, 2009. 0.3% of 330,000 active. percent response vs DMSO, % at 10 µM;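 active = percent response vs DMSO below 50%; inconclusive = fewer than 70 events counted for the yeast strain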;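 also: median channel GFP fluorescence of the barcoded RPL19A-GFP strain; ratio of sample median GFP to plate DMSO average so 100% = DMSO; lower means less RPL19A-GFP as with rapamycin TOR inhibition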
Numbers without * were called inactive; ? = inconclusive; . = no result given; [ ] = dose if it differs, or a comment. Compounds were not picked by outcome; overall some 1.7% were active at least once.

SMILES	LAP4-GFP MLPCN	AGP1-GFP MLPCN	Yeast superoxide	CIT2 TOR yeast	GRK2 inh	VLA-4 inh	MEP2 TOR yeast	RPL19A TOR yeast
O=C(Nc1ccccc1N1CCCC1)C1CCN(S(=O)(=O)c2cccc(C(F)(F)F)c2)CC1	101	82	109	71	0	-15	101	100
Cc1cc(OCC(=O)N2CCOCC2)cc2oc(=O)c3ccccc3c12	105	.	101	100	3	12	96	98
CCOC(=O)c1cn(Cc2ccc(C)cc2)c2cc(F)ccc2c1=O	117	102	93	96	1	8	109	100
Cc1cc(C)c2c(CN3CCN(Cc4ccccc4)CC3)cc(=O)oc2c1	91	94	92	101	2	4	106	101
COc1cc(/C=C2\C(=N)N3N=C(S(C)(=O)=O)SC3=NC2=O)ccc1OS(=O)(=O)c1ccc(C)cc1	103	99	105	99	4	10	102	98
COc1ccc(/C=C/C(=O)OCC(=O)NCCc2ccccc2)c(OC)c1	98	98	92	105	0	-5	98	102
O=C(NCC(c1ccco1)N1CCOCC1)c1ccc([N+](=O)[O-])cc1 (stereo unspecified)	102	100	122	100	0	4	100	99
Cc1ccc(S(=O)(=O)N2CCC(NC(=O)c3cccc(C)c3)CC2)cc1	101	98	109	97	0	-10	93	95
Cc1ccc(S(=O)(=O)N2CCC(C(=O)N3CCCC3C(=O)N[C@@H](CC(C)C)C(=O)NCC(N)=O)CC2)cc1 (stereo partly specified)	99	105	103	103	0	2	105	101
CNC(=O)C1C2C=CC3(O2)C1C(=O)N(CCOC)C3C(=O)NCc1ccc(OC)cc1 (stereo unspecified)	96	95	97	98	0	7	101	99
COc1cc2[nH]c(=S)nc(NCC3CCCO3)c2cc1OC (stereo unspecified)	92	95	88	102	0	14	96	94
CN1C(=O)C(O)(CC(=O)c2cccs2)c2ccccc21 (stereo unspecified)	121	107	107	107	3	6	111	111
O=C1CN(C(=O)c2cc([N+](=O)[O-])ccc2Cl)C(c2ccc(F)cc2)c2cc(F)ccc2N1 (stereo unspecified)	94	101	109	104	1	1	109	109
CC(C)=CCN1CCN(Cc2nc(-c3ccccc3)cs2)CC1CCO (stereo unspecified)	104	99	102	88	0	3	109	95
O=S1(=O)C=C(SCc2cccc(Cl)c2)Nc2ccccc21	93	98	105	98	1	15	103	96
CCCn1c(SCC(=O)Nc2cccc(Cl)c2Cl)n[nH]c1=O	107	109	108	110	3	-3	107	106
CCc1ccccc1N(CC(=O)NCc1ccco1)C(=O)c1snc(C(N)=O)c1N	125	101	100	98	8	2	97	104
CC1(NC(=O)Cc2ccc(Cl)c(Cl)c2)CCS(=O)(=O)C1 (stereo unspecified)	97	101	110	92	0	0	98	98
c1ccc(CCC2CCCCN2Cc2nc(-c3ccc4c(c3)OCO4)no2)nc1 (stereo unspecified)	105	114	89	113	0	-2	107	102
O=C(Nc1cccc(NC(=O)c2cccc([N+](=O)[O-])c2)n1)c1cccc([N+](=O)[O-])c1	83	93	103	104	0	-2	102	109

Part of the list above in order of count of non-hydrogen atoms, highest first.
SMILES	LAP4-GFP MLPCN	AGP1-GFP MLPCN	Yeast superoxide	CIT2 TOR yeast	GRK2 inh	VLA-4 inh	MEP2 TOR yeast	RPL19A TOR yeast
O=C(Nc1ccccc1N1CCCC1)C1CCN(S(=O)(=O)c2cccc(C(F)(F)F)c2)CC1	101	82	109	71	0	-15	101	100
c1ccc(CCC2CCCCN2Cc2nc(-c3ccc4c(c3)OCO4)no2)nc1 (stereo unspecified)	105	114	89	113	0	-2	107	102
CCOC(=O)c1cn(Cc2ccc(C)cc2)c2cc(F)ccc2c1=O	117	102	93	96	1	8	109	100
O=S1(=O)C=C(SCc2cccc(Cl)c2)Nc2ccccc21	93	98	105	98	1	15	103	96
CC1(NC(=O)Cc2ccc(Cl)c(Cl)c2)CCS(=O)(=O)C1 (stereo unspecified)	97	101	110	92	0	0	98	98

(cont.)
SMILES	LAP4-GFP MLPCN	AGP1-GFP MLPCN	Yeast superoxide	CIT2 TOR yeast	GRK2 inh	VLA-4 inh	MEP2 TOR yeast	RPL19A TOR yeast
Cn1cnnc1SCC(=O)NC1CCCN(Cc2ccc(Cl)cc2)C1 (stereo unspecified)	107	104	103	95	0	-18	101	102
S=c1[nH]cc(-c2ccccc2)[nH]1	102	102	82	90	0	3	103	100
COc1cc(C)c(C)cc1S(=O)(=O)N1CCN(Cc2ccccc2)CC1	97	97	117	97	0	13	94	96
O=C1OC(Cc2ccncc2)C(O)=C1C1=NCCCN1 (stereo unspecified)	77	90	83	101	0	2	100	104
COc1ccc(CCCC(=O)NCCc2ccccc2)cc1	98	101	104	101	0	5	106	104
COC(=O)c1ccc(CSc2nc(C(F)F)cc(C)c2C#N)o1	106	103	103	93	0	4	97	98
CCN(CC)CCn1c(=S)[nH]c2ncccc2c1=O	96	99	98	92	0	8	86	99
COc1ccc(N(Cc2ccccc2)S(=O)(=O)c2cccc(C(=O)Nc3ncccc3C)c2)cc1	103	97	84	87	2	2	95	97
OCC1(Cc2ccccc2)CCN(Cc2cnc(-c3cccc4ccccc34)nc2)CC1	81	86	96	89	0	-12	89	98
CC(=O)COC(=O)c1cc(-c2ccc(C)cc2)nc2ccccc12	97	92	119	101	3	4	105	101
COCCNC(=O)c1ccc2c(=O)n(CCOC)c(=O)[nH]c2c1	95	102	116	100	0	4	103	100
Cc1cccc(OCC(=O)N/N=C/c2cc([N+](=O)[O-])ccc2N2CCOCC2)c1	98[may fluoresce violet]	16[may fluoresce violet]	109	?	0	-3	159[may fluoresce violet]	93[may fluoresce violet]
CC(C)C(=O)Nc1cccc(C(=O)NCc2ccc(S(N)(=O)=O)cc2)c1	97	101	104	104	1	-2	97	101
Cc1ccc(NCCCCO)cc1C	96	96	128	96	1	16	114	94
CC(=O)Nc1ccc(CCc2nc3ccccc3[nH]2)cc1	99	106	94	102	0	10	104	102
C=CCNC(=S)/N=c1/ccccn1CC	105	101	92	98	3	-4	103	100
CS(=O)(=O)c1cccc(C(=O)NCc2ccccc2)c1	100	100	101	94	0	20	102	98
O=C(Nc1ccc(S(=O)(=O)Nc2ncccn2)cc1)C1CC(=O)N(c2ccc(Cl)cc2)C1 (stereo unspecified)	97	90	94	117	3	1	102	98
O=C(CSCc1ccc([N+](=O)[O-])cc1)NN=C1CCCCCC1	94	94	80	106	0	0	100	92
CC1CN(CCCOc2ccccc2[N+](=O)[O-])CC(C)O1 (stereo unspecified)	97	96	125	91	1	4	97	97
O=C(C(=O)N1CCCCCC1)c1c[nH]c2ccccc12	98	107	89	102	2	3	102	104
COc1ccc(CN(C)Cc2nc(Cc3ccccc3Cl)no2)cc1OC	93	86	101	91	0	7	102	94
Oc1cccc2ccc[n+](CC(O)Cn3c4ccccc4c4ccccc43)c12 (stereo unspecified)	86	90	93	92	0	-11	98	97
N#Cc1ccc(NC(=O)COC(=O)CNC(=O)C2CCCCC2)cc1	89	98	92	107	2	-6	97	101
Cc1cc(C)nc(-n2nc(C)cc2NC(=O)CNCc2ccccc2)n1	102	100	96	97	3	-4	102	101
N#Cc1cc2c(nc1SCC(=O)Nc1nccs1)CCCCC2	107	.	103	102	0	0	109	102
O=C(CC1Sc2ncnn2C1=O)Nc1ccccc1 (stereo unspecified)	143	91	80	92	0	11	94	98
CCOC(=O)c1c(C)[nH]c(C)c1S(=O)(=O)NC1CCN(C(=O)OCC)CC1	97	102	83	98	0	11	92	97
CCOC(=O)C1CCCN(CC(O)COc2cccc(C)c2)C1 (stereo unspecified)	104	122	95	92	1	23	97	97
Cc1cccc(CSCC(=O)NCc2ccc(S(N)(=O)=O)cc2)c1	100	104	106	99	1	15	94	93
C/C(=N/NC(=O)c1ccc(Br)o1)C(C)C	94	50	101	71	0	5	114	99
O=C1CSC(=NC(=O)c2ccccc2)N1	106	101	97	98	2	-58	103	96
Cc1ccc(NCc2nnc(SCC(=O)NCc3ccco3)n2CC2CCCO2)c(C)c1 (stereo unspecified)	99	103	98	96	3	11	91	95
Cc1ccc(OCCC(=O)OCC(=O)Nc2ccccc2)cc1	104[may fluoresce green]	103[may fluoresce green]	103	108[may fluoresce green]	0	-12	96[may fluoresce green]	107[may fluoresce green]
O=Cc1cc(-c2ccccc2)[nH]c1-c1ccccc1	93	94	97	99	0	-5	106	101
COc1ccc(-n2nc3c(c2NC(=O)COc2ccccc2)CS(=O)C3)cc1 (stereo unspecified)	73	95	107	105	5	-8	100	101
COc1ccc(CNC(=O)C(c2ccc(C)o2)N(C(=O)c2snc(C(N)=O)c2N)c2ccccc2OC)cc1 (stereo unspecified)	90	94	99	114	0	10	95	106
O=C(CSc1nc2cc(S(=O)(=O)N3CCOCC3)ccc2o1)NC1CCCc2ccccc21 (stereo unspecified)	106	108	80	104	1	8	108	103
Cc1ccc(S(=O)(=O)N[C@@H](CC(C)C)C(=O)N2CCC(C(=O)N[C@@H](Cc3ccccc3)C(=O)O)CC2)cc1	101	105	93	104	3	-5	102	98
CCN(CC)CCCn1c2c(c(SCC(=O)Nc3ccc(C)c(F)c3)nc1=O)CCC2	110	104	94	98	3	5	100	96
CN(CC(=O)NCc1ccco1)S(=O)(=O)c1ccc2c(c1)n(C)c(=O)c(=O)n2C	97	99	89	97	0	5	99	98
CC(NC(N)=O)C12CC3CC(CC(C3)C1)C2 (stereo unspecified)	105	112	106	105	1	5	109	102
COc1cc(C(=O)NCC(=O)N/N=C/c2ccc(-c3cccc([N+](=O)[O-])c3)o2)cc(OC)c1OC	93	108	88	104	1	9	104	105
COc1ccc(NC(=O)CN2CC(C)OC(C)C2)cc1Cl (stereo unspecified)	102	103	89	99	0	5	98	102
COc1ccc(-c2nnn(CC(=O)N(CC(=O)NC3CCCC3)c3cccc(C)c3)n2)cc1OC	92	99	89	102	0	24	101	100
CCCn1c(=O)c2ccccc2n2c(SCCOc3ccc(Cl)cc3)nnc12	94	99	104	91	4	2	103	94
O=[N+]([O-])c1ccc2c(c1)nc1n2CCN(C2CCCCC2)C1	103	100	112	100	3	14	99	96
C/C(=N\NC(=O)COc1ccc2ccccc2c1)c1cccs1	76	95	107	101	5	0	95	107
CC(=O)[C@@]1(O)CC[C@H]2[C@@H]3C[C@H](C)C4=CC(=O)CC[C@]4(C)[C@H]3CC[C@@]21C	93	81	90	81	4	6	89	94
O=C(Nc1cn(-c2ccccc2)nc1-c1ccccc1)c1ccccc1	106	107	126	101	0	-15	106	102

(listing goes on)
SMILES	LAP4-GFP MLPCN	AGP1-GFP MLPCN	Yeast superoxide	CIT2 TOR yeast	GRK2 inh	VLA-4 inh	MEP2 TOR yeast	RPL19A TOR yeast
O=S(=O)(NCc1ccco1)c1ccc2ccccc2c1	97	95	109	101	1	5	102	98
CCOC(=O)c1cc(C(=O)Nc2ccc(C)c(F)c2)nn1C	105	91	108	105	1	1	99	98
CC(/C=C/c1ccccc1)=N\NC(=O)CSc1ccccn1	97	99	107	104	2	-18	99	101
CCc1ccccc1NC(=O)c1cc(-c2cccc(O)c2)on1	100	101	109	105	2	22	99	99
CC(C)c1nc(CN(C)C(=O)N[C@H](C(=O)N[C@@H](Cc2ccccc2)C[C@H](O)[C@H](Cc2ccccc2)NC(=O)OCc2cncs2)C(C)C)cs1	116	96	89	99	5	-19	108	102
CN(C)CCN(C(=O)C1CCN(S(=O)(=O)c2cccs2)CC1)c1nc2ccc(F)cc2s1	98	101	108	95	0	-2	89	95
NC(=O)C1CCN(C(=O)c2ccc(Oc3ccccc3)cc2)CC1	100	98	78	105	0	-7	104	100
